A3A deaminase – APOBEC3A ssDNA deaminase inhibitors, primary screen, selectivity assay for APOBEC3G inhibitor project, biochemical, FAM/TAMRA oligo cleavage fluorescence. recombinant A3A, FAM/TAMRA ssDNA deamination fluorescence. inhibition, % at 20 µM. 330,000 tested, 0.41% active;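 active means at least 40% inhibition at 20 µM here, with at most 30% in a related deaminase screen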;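 further: plate controls were A3A with DMSO for no effect and wells lacking A3A enzyme for full effect; some results filed as inactive read as strong as hits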
Target sequence (P31941 whole entry, looked up): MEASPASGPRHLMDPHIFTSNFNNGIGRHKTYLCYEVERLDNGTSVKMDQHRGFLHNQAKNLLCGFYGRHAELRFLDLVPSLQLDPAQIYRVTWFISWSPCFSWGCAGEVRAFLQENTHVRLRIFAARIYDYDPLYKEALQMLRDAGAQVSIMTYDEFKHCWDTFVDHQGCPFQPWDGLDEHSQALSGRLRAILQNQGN
hIAP block – human IAP inhibitors, primary screen, biochemical, luminescence, uHTS. inhibition, % at 10 µM. purified IAP, CDP-Star luminescence, 30 min. Intestinal-type alkaline phosphatase (Homo sapiens), P09923. 330,000 tested, 0.12% active;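 active means inhibition reaching a set limit with compound at 10 µM in the primary screen, cut at about 35% in these data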;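 further: plate controls were DMSO wells with enzyme for no effect and no-enzyme buffer wells for full effect; values of inactives mirror those of a sister screen read the other way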
hIAP act – human IAP activators, primary screen, biochemical, luminescence, uHTS | Intestinal-type alkaline phosphatase (Homo sapiens), P09923 | purified human IAP, CDP-Star luminescence, 30 min; hits give high values; 1 = vehicle-only enzyme, 0 = enzyme-free background | activation factor at 10 µM | 330,000 tested, 0.16% active | AID 2524, 2010;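 active means activation factor of the enzyme at least 2-fold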; further: the source names both 10 and 20 µM as test concentration; values of inactives mirror those of a sister screen read the other way
SENP1 FRET inh – human SENP1 catalytic domain inhibitors, primary screen, biochemical, FRET, uHTS. Sentrin-specific protease 1 (Homo sapiens), Q9P0U3. 360,000 tested, 0.21% active. inhibition, % at 10 µM. recombinant SENP1 catalytic domain, CyPet-SUMO1-YPet FRET cleavage;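 active means inhibition at least 30% at 10 µM, raw YFP signal under a set limit, fluorescence ratio 0.5 to 1.5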;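 further: 0% = enzyme with DMSO and 100% = no enzyme wells; some results filed as inactive read as strong as hits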
Target sequence (Q9P0U3 419-644 limits assumed): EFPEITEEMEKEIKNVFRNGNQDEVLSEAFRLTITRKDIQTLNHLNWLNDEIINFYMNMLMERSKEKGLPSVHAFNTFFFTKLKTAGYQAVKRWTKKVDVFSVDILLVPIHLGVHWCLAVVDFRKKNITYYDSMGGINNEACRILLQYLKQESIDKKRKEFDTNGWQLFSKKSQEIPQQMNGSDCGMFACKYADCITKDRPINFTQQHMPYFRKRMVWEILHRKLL
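Test system: recombinant human SENP1 catalytic domain, His6-tagged / Medium: pH 8 Tris buffer with EDTA, NaCl, BME, BSA, NP40, catalase / Also added: SUMO1 FRET substrate flanked by Cypet and Ypet, 25 nM / Times: 50 min reaction at room temperature / Signal: FRET, CFP and YFP emission / Control set: no-enzyme low control and enzyme-plus-DMSO high control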
NALP3 yeast inh – NALP3 inflammasome inhibitors in reconstituted yeast, primary screen, luminescence, uHTS; Yeast reconstituted NLRP3/ASC/caspase-1, beta-gal luminescence, 24 h; inhibition, % at 10 µM; 330,000 tested, 0.39% active;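 active means inhibition of 50% or more; inactive means inhibition below 50%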;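 further: plate controls were induced DMSO wells for no effect and uninduced yeast grown without galactose for full effect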
mIAP block – inhibitors of mouse IAP, primary screen, biochemical, luminescence, uHTS; purified mouse IAP, CDP-Star luminescence, 30 min; 330,000 tested, 0.2% active; AID 2806, 2010; intestinal alkaline phosphatase [Mus musculus]; inhibition, % at 10 µM;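 active means inhibition of at least 40% at 10 µM in the primary screen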;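 further: plate controls were DMSO with enzyme for no effect and no enzyme wells for full effect; values of inactives mirror those of a sister screen read the other way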
beta cell repl – inducers of MIN6 beta-cell proliferation, primary screen, ATP luminescence, uHTS | 330,000 tested, 0.29% active | MIN6 cells proliferation, ATPlite luminescence, 48 h; cells starved in 0.2% serum; 100% = growth in 10% serum | AID 2380, 2010 | proliferation, % at 10 µM;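 active means compounds whose signal lies at least 3.5 SD above the mean of all wells on their plate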;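 further: 0% = DMSO-treated cells in low-serum medium and 100% = 10% serum control; some compounds called inactive have numbers as strong as hits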
mIAP act – activators of mouse IAP, primary screen, biochemical, luminescence, uHTS | muIAP, CDP-Star luminescence, 30 min; hits give high values; 1 = vehicle-only enzyme signal, 0 = enzyme-free wells | intestinal alkaline phosphatase [Mus musculus] | 330,000 tested, 0.24% active | activation factor at 10 µM;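 active means activation factor of at least 2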; further: the source names both 10 and 20 µM as test concentration; values of inactives mirror those of a sister screen read the other way
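Assay system: mouse IAP enzyme / Compound: DMSO-dissolved test compounds / Timing: 30 min, room temperature / Measured by: luminescence from enzymatic CDP-Star hydrolysis / Control set: DMSO-only wells, enzyme-free buffer wells as negative control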
APOBEC3G inh – APOBEC3G DNA deaminase inhibitors, primary screen, biochemical, fluorescence, single-stranded DNA substrate, uHTS; DNA dC->dU-editing enzyme APOBEC-3G (Homo sapiens), Q9HC16; recombinant A3G, ssDNA deamination FAM/TAMRA fluorescence; inhibition, % at 20 µM; 330,000 tested, 0.28% active;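 active means inhibition of at least 40% at 20 µM, with no more than 30% in the related APOBEC3A deaminase screen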;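 further: plate controls were DMSO wells with A3G for no effect and wells lacking A3G enzyme for full effect; some compounds called inactive have numbers as strong as hits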
Target sequence (Q9HC16 whole entry, looked up): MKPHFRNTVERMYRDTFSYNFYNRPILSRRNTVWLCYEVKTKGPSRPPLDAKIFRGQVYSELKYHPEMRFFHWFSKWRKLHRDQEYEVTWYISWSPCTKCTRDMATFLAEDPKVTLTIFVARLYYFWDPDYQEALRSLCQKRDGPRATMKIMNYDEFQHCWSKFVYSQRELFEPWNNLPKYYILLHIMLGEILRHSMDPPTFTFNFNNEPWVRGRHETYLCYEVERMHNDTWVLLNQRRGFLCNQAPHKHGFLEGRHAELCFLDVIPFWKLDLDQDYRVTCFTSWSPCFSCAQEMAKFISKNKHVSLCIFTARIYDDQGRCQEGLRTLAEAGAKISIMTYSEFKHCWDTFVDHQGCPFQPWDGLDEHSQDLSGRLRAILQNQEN
Starred values were filed as active, the others as inactive; · = no result given. An excerpt; count on the stated rates, not on these rows.

SMILES	A3A deaminase	hIAP block	hIAP act	SENP1 FRET inh	NALP3 yeast inh	mIAP block	beta cell repl	mIAP act	APOBEC3G inh
COc1ccc(/C=N/NS(=O)(=O)c2ccccc2)cc1OC(=O)c1ccc(C)cc1	-2	6	0.94	1	6	6	-3	0.94	0
Cc1cc(=O)cc(C)n1-c1ccc(Cl)cc1	1	-16	1.2	1	0	-12	-2	1.1	-3
CCOC(=O)CCN(Cc1cccs1)S(=O)(=O)c1ccc(Cl)cc1	-5	-4	1	1	15	4	-3	0.96	-7
COc1ccc2[nH]cc(C(=O)CN3CCCCC3)c2c1	-2	1	0.99	0	16	3	0	0.97	-1
COc1cc(OC)c(C2C(C#N)=C(N)OC3=C2C(=O)CC(C)C3)cc1OC (stereo not given)	-1	-19	1.2	-30	12	3	0	0.97	-2
CC1(C)Cc2nc(-c3ccccc3)nc(SCC(O)CO)c2CO1 (stereo not given)	-2	-13	1.1	3	-2	-11	2	1.1	-3
Cc1ccc(C)c(NC(=O)CN(C)C(=O)/C=C/c2ccco2)c1	0	5	0.95	1	11	-3	3	1	-8
Cc1c(NC(=O)c2ccc3c4c(cccc24)CC3)c(=O)n(-c2ccccc2)n1C	-1	0	1	2	6	-4	-1	1	5
Cc1ccn2c(=O)nc(SCC(=O)NCc3ccc4c(c3)OCO4)nc2c1	1	6	0.94	-23	17	8	5	0.92	-4
O=c1c2ccccc2nnn1Cc1cccc2ccccc12	-2	24	0.76	0	14	11	-3	0.89	-4
Cc1ccc(C)c(NC(=S)NCCc2ccc(S(N)(=O)=O)cc2)c1	0	0	1	1	18	-4	-2	1	-2
CC1=NN(c2ccccc2)C(=O)/C1=C/c1ccc(-c2ccc(C)c(C(=O)O)c2)o1	4	6	0.94	·	13	15	-1	0.85	-5
Cc1cc2cc(CCNC(=O)CC(C)(C)C)c(=O)[nH]c2cc1C	-3	-6	1.1	0	-5	-6	3	1.1	-13
O=C(CC1SC(N2CCOCC2)=NC1=O)Nc1ccccc1Cl (stereo not given)	0	-13	1.1	-1	9	8	-2	0.93	0
COc1ccc(S(=O)(=O)N2CCN(S(=O)(=O)c3ccc4c(c3)OCCO4)CC2)cc1C	2	4	0.96	2	8	4	1	0.95	-2
COc1cc(C(=O)Nc2nccs2)c(Br)c(OC)c1OC	-4	-6	1.1	-4	19	-2	0	1	10
Cc1ccc(N/C=C(\[N+](=O)[O-])S(=O)(=O)c2ccccc2)cc1	-1	11	0.89	4	-4	-8	-1	1.1	-5
Cc1cc(N2CCN(c3nc4ccccc4s3)CC2)n2ncnc2n1	1	8	0.93	1	-6	4	-6	0.96	-8
COc1ccc(NC(=O)C2CC(c3ccc(OC)c(OC)c3)=NO2)cc1OC (stereo not given)	1	11	0.89	-6	1	4	0	0.96	1
O=C1Nc2cc(S(=O)(=O)N3CCCC3)ccc2N2CCCC12 (stereo not given)	0	-19	1.2	-14	-8	-8	0	1.1	-1
O=C(/C=C/c1ccco1)OCn1nnc2ccccc2c1=O	23	6	0.94	2	26	6	-5	0.94	2
Cc1ccccc1C(=O)NC1CCN(Cc2nnnn2C(C)(C)C)CC1	-7	5	0.95	2	-5	-4	-3	1	-5
Cc1nnc(SCC(=O)N(Cc2ccccc2)C(C)C)n1-c1ccccc1	-4	8	0.92	1	16	6	1	0.94	-4
Cc1ccc(Sc2ccc(CN3CCCC3)cc2[N+](=O)[O-])cc1	-1	17	0.83	1	36	0	-4	1	-10
C#CCOCCOCCOCCNc1nc(N2CCN(C(=O)Cn3cc(CCCN=C(N)N)nn3)CC2)nc(N2CCN(C(=O)[C@H](C(C)C)n3cc(CCO)nn3)CC2)n1	1	9	0.91	1	15	2	-1	0.98	2

Additional entries follow:
SMILES	A3A deaminase	hIAP block	hIAP act	SENP1 FRET inh	NALP3 yeast inh	mIAP block	beta cell repl	mIAP act	APOBEC3G inh
C/C=C/C(=O)N1CC2(CC(c3cccc(NC(=O)/C(C)=C/C)c3)=NO2)C[C@H]1C(N)=O (stereo not given in full)	2	5	0.95	-2	13	-8	0	1.1	9
O=C(NC12CCC(O)C(SC1)/C2=N/O)c1ccccc1 (stereo not given)	-4	10	0.9	-1	15	1	-4	0.99	-8
O=C(COC(=O)c1ccccc1-n1cnnn1)c1ccc(Br)cc1	0	8	0.92	1	9	4	-1	0.96	-8
CC1(C)Cc2cccc(OCC(=O)N3CCN(S(=O)(=O)c4ccccc4F)CC3)c2O1	-2	-22	1.2	0	-12	-15	0	1.2	-5
COc1cccc2sc(=NC(=O)CCS(=O)(=O)c3ccc(C)cc3)n(C)c12	16	0	1	1	13	5	-3	0.95	-4
O=C(Nc1cc(Cl)ccc1N1CCOCC1)c1ccc2c(c1)OCCO2	-9	2	0.98	3	11	-6	4	1.1	-17
Cc1ccc2c(c1)-c1ncc(C(=O)c3cc(Br)ccc3O)cc1CO2	-4	18	0.82	·	20	14	-5	0.86	-6
O=C(COc1ccc(OCc2ccccc2)cc1)NN=C1CCCC1	-4	-20	1.2	1	23	-7	-5	1.1	-5
O=C1C2C3C=CC(CC3)C2C(=O)N1c1ccc(Br)cc1[N+](=O)[O-] (stereo not given)	-2	1	0.99	3	13	12	-2	0.89	-9
O=C(CN1CCN(c2nc(-c3ccc(Cl)cc3)cs2)CC1)NCc1ccco1	-3	-6	1.1	-28	10	10	-5	0.9	-4
NC(=O)C1=C[C@@H](c2csc3ccccc23)C[C@@H](OCCCCO)O1	2	5	0.95	-3	-3	10	-1	0.9	-5
CCOc1ccccc1C1C(C#N)=C(N)Oc2cc(N)ccc21 (stereo not given)	-7	11	0.89	-26	-8	-9	0	1.1	-6
Cc1cccc2cc(CN(Cc3cccnc3)C(=O)c3ccncc3)c(=O)[nH]c12	-2	10	0.9	1	6	-3	-2	1	-6
N#CCSc1nc2ccccc2c(=O)n1C1CCCCC1	-6	2	0.98	0	6	-11	-1	1.1	-8
Cc1nn(C)cc1S(=O)(=O)Nc1ncccn1	-5	-25	1.3	1	5	2	-3	0.98	-13
CN(C)CCn1c(=N)n(CC(O)c2ccc(Cl)c(Cl)c2)c2ccccc21 (stereo not given)	0	1	0.99	-1	20	-10	-6	1.1	-3
COCCNC(=O)CN(C(=O)CCC(=O)Nc1ccccn1)c1cc(C)ccc1C	-6	-2	1	2	21	4	-1	0.96	-7
Cc1ccc(C(=O)Nc2ccccn2)cc1S(=O)(=O)N1CCOCC1	0	-24	1.2	0	15	-4	2	1	-10
COc1ccc(-c2c(-c3ccccc3OC)sc3ccccc23)cc1OC	-3	12	0.88	-1	19	4	-9	0.96	-7
O=c1[nH]nc(Cc2ccc(-c3cccc(Cl)c3)o2)c2ccccc12	1	5	0.95	0	18	-1	-3	1	-2
CC1CCN(CCc2nc3cc(NC(=O)Nc4ccccc4)ccc3n2C)CC1	1	10	0.9	-2	13	-44	-4	1.4	-4
CCOC(=O)C1=C(COC(=O)c2ccc(Cl)cc2[N+](=O)[O-])NC(=O)NC1C (stereo not given)	1	-8	1.1	-1	13	3	-1	0.97	-5
O=C(O)CSc1nnc(CSc2nc3ccccc3s2)n1-c1ccccc1	9	-4	1	-1	19	-6	2	1.1	-8
COc1ccc2nc(SCC(=O)N(C)CC(=O)Nc3ccc(F)cc3)[nH]c2c1	-2	19	0.81	1	16	1	0	0.99	-5
Cc1cc(C)c(-c2cc(C)nc3ncnn23)c(C)c1	5	2	0.98	1	-3	0	-1	1	-18

Results in beta cell repl (4 entries from above):
Molecule	beta cell repl
Cc1ccc(C(=O)Nc2ccccn2)cc1S(=O)(=O)N1CCOCC1	2
COc1ccc(-c2c(-c3ccccc3OC)sc3ccccc23)cc1OC	-9
O=c1[nH]nc(Cc2ccc(-c3cccc(Cl)c3)o2)c2ccccc12	-3
CC1CCN(CCc2nc3cc(NC(=O)Nc4ccccc4)ccc3n2C)CC1	-4

Next part.
SMILES	A3A deaminase	hIAP block	hIAP act	SENP1 FRET inh	NALP3 yeast inh	mIAP block	beta cell repl	mIAP act	APOBEC3G inh
CCOC(=O)N/N=C\c1ccc(OC/C=C/c2ccccc2)c(OC)c1	-5	-30	1.3	3	11	6	2	0.94	-8
O=C1c2cccc3cccc(c23)C(=O)N1c1ccccn1	0	9	0.91	-13	14	8	0	0.92	-9
CCOC(=O)C1=C(C)N=c2s/c(=C/c3ccc(OCC(=O)O)cc3)c(=O)n2C1c1ccc(OC)cc1OC (stereo not given)	-2	-1	1	-38	26	8	-1	0.92	-4
Cc1cnc(NC(=O)CSc2nnc(N)s2)s1	2	3	0.97	1	2	-6	-2	1.1	-3
Cc1ccc(-c2nn(-c3ccccc3)cc2CN(C)C(=O)CCC(=O)O)cc1C	-3	-4	1	1	-1	-3	-3	1	-7
O=C(NCCCn1ccnc1)C1CC2CCC1C2 (stereo not given)	-10	-3	1	-1	-5	-4	-2	1	-9
COc1ccc(-n2c(SCC(=O)NCc3cccs3)nc3[nH]ncc3c2=O)cc1	1	-30	1.3	1	19	9	-1	0.91	-4
COc1cccc(C(=O)Nc2nnc(SCC(=O)NC3CCCC3)s2)c1	-3	-15	1.2	1	9	-5	-5	1.1	-3
NNc1ccc(S(=O)(=O)N2CCCCC2)cn1	0	6	0.94	-3	8	0	0	1	-3
COc1ccc2nc(NC(=O)c3ccc(F)cc3)sc2c1	-4	-12	1.1	2	32	2	-1	0.98	-7
C(=N/Nc1cc(N2CCOCC2)nc(N2CCOCC2)n1)/c1ccccc1	-3	4	0.96	-4	13	-2	-5	1	-3
CCOc1ccc(OCCSc2nnnn2C2CCCCC2)cc1	1	-14	1.1	-2	-4	8	-3	0.92	-4
O/N=C/c1cccn1-c1ccc(O)cc1	-1	8	0.92	2	-9	6	1	0.94	-10
COCCN(C(=S)Nc1ccccc1OC)C(C)c1cccs1 (stereo not given)	4	-17	1.2	1	10	3	0	0.97	0
O=C(COC(=O)Cc1ccc(Br)cc1)NCc1ccc2c(c1)OCO2	0	-4	1	3	13	0	2	1	-7
COc1ccc(-c2nc(CN3CCCC(C(=O)NC4CCCC4)C3)c(C)o2)cc1 (stereo not given)	-1	0	1	0	1	2	-2	0.98	-6
Cc1ccc(S(=O)(=O)N2CCCCC2)cc1NC(=O)COC(=O)c1cc[n+]([O-])cc1	4	24	0.76	-2	12	4	0	0.96	-1
Cc1ccc(NC(=O)CCSc2nnc(C)s2)cc1	7	-18	1.2	2	14	-5	1	1	-3
